M5 PAM: human M5 muscarinic receptor positive allosteric modulators, primary screen, CHO-K1 cells, Fluo-8 calcium fluorescence. Muscarinic acetylcholine receptor M5 (Homo sapiens), P08912. CHO-K1 hM5, ACh EC20 PAM; 0% = ACh EC20, 100% = ACh EC100. activation, % at 3 µM. hit rate 0.3% among 360,000. AID 624038, 2012;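 active means activation above the run cutoff, the mean activation of all test compounds plus 3 SD, cut at about 18% in these data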
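system = human M5 receptor in CHO-K1 cells | reagent = EC20 acetylcholine as agonist stimulus | compound dosing = single-point, 3 µM nominal | incubation = Fluo-8 loading 80 min at 37 °C plus 30 min room temperature | detection = Fluo-8 calcium dye fluorescence, kinetic read | benchmarks = low control EC20 acetylcholine (0%), high control EC100 acetylcholine (100%)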
M1 PAM: human M1 muscarinic receptor positive allosteric modulators, primary screen, CHO-K1 cells, Fluo-8 calcium fluorescence, 1536-well. Muscarinic acetylcholine receptor M1 (Homo sapiens), P11229. CHO-K1 hM1, ACh EC20; 0% = ACh EC20, 100% = maximal ACh. activation, % at 3 µM. hit rate 0.088% among 360,000. AID 588819, 2011; in the data active means activation above about 19%, passing the limit was not always enough
Target sequence (P11229 whole entry, looked up): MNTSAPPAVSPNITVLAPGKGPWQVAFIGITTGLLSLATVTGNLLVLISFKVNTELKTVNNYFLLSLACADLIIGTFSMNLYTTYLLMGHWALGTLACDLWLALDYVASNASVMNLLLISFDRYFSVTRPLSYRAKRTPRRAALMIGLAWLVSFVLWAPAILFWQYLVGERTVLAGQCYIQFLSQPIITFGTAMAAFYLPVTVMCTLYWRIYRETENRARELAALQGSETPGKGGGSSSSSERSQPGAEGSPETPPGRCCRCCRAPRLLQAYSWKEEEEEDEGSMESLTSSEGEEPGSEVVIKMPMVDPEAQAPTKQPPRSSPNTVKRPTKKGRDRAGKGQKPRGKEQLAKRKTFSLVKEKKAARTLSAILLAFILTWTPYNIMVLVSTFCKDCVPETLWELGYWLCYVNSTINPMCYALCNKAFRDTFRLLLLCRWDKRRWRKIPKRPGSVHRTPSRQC
M4 ag: human M4 muscarinic receptor agonists, primary screen, CHO-K1 cells, Fluo-8 calcium fluorescence. Muscarinic acetylcholine receptor M4 (Homo sapiens), P08173. CHO-K1 hM4/Gqi5; vehicle 0%, full acetylcholine response 100%. activation, % at 3 µM. hit rate 0.14% among 360,000. AID 624127, 2012;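 active means activation above the run mean over all test wells plus 3 SD, cut at about 32% in these data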;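 further: peak over basal fluorescence ratio per well then scaled between controls; 0% = DMSO wells and 100% = acetylcholine at EC100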
M1 antag: human M1 muscarinic receptor antagonists, primary screen, CHO-K1 cells, Fluo-8 calcium fluorescence, 1536-well; inhibition, % at 3 µM; Muscarinic acetylcholine receptor M1 (Homo sapiens), P11229; AID 588852, 2011; CHO-K1 hM1, ACh EC80 antagonist; hit rate 1.3% among 360,000;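 active means percent inhibition above its own plate's cutoff, namely the mean of that plate's compound wells plus 3 SD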;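 further: peak over basal fluorescence ratio during 140 s after agonist addition; 0% = ACh EC80 plus DMSO and 100% = DMSO alone without agonist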
M5 antag: human M5 muscarinic receptor antagonists, primary screen, CHO cells, Fluo-8 calcium fluorescence; Muscarinic acetylcholine receptor M5 (Homo sapiens), P08912; CHO-hM5 cells, ACh EC80; inhibition, % at 3 µM; hit rate 0.59% among 360,000; AID 624040, 2012;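 active means inhibition above a per-plate cutoff, the mean of that plate's test compounds plus 3 SD, cut at about 27% in these data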;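 further: 0% = acetylcholine EC80 with DMSO and 100% = DMSO without agonist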
CHRM4 antagonist: human M4 muscarinic receptor antagonists, primary screen, CHO cells, Fluo-8 calcium fluorescence; Muscarinic acetylcholine receptor M4 (Homo sapiens), P08173; inhibition, % at 3 µM; CHO-hM4 cells, ACh EC80; hit rate 0.73% among 360,000;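 active means inhibition above its plate's cutoff, the mean inhibition of sample wells plus 3 SD, cut at about 27% in these data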;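 further: 0% = acetylcholine EC80 with DMSO and 100% = DMSO without agonist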
M5 ag: human M5 muscarinic receptor agonists, primary screen, CHO-K1 cells, Fluo-8 calcium fluorescence. Muscarinic acetylcholine receptor M5 (Homo sapiens), P08912. CHO-K1 hM5 cells; 0% DMSO wells, 100% maximal acetylcholine response. activation, % at 3 µM. hit rate 0.19% among 360,000;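 active means activation above the run's mean over test compounds plus 3 SD, cut at about 23% in these data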;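 further: signal is peak over basal fluorescence ratio across the kinetic read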
TAAR1 ag: human TAAR1 agonists, primary screen, Fluo-8 calcium fluorescence, CHO RD-HGA16 cells; Trace amine-associated receptor 1 (Homo sapiens), Q96RJ0; vehicle wells 0%, saturating PEA agonist 100%; activation, % at 3 µM; hit rate 0.99% among 360,000;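 active means activation above the mean activation of all test compounds in the run plus 3 SD, cut at about 38% in these data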
Target sequence (Q96RJ0 whole entry, looked up): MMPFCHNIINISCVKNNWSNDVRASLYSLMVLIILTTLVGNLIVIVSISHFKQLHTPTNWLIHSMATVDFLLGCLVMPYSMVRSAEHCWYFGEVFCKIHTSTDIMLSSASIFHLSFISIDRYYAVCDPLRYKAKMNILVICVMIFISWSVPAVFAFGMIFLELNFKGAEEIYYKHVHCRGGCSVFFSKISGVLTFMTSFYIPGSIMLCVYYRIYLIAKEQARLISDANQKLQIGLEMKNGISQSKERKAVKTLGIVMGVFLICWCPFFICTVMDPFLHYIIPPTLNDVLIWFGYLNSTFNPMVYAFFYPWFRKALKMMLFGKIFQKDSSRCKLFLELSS
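Signal – calcium-sensitive Fluo-8 signal, excitation 470-495, emission 515-575 nm · System – RD-HGA16 (CHO) cells co-expressing Gα16 and hTAAR1 · Incubation – 17-24 h seeding, 75 min 37 °C dye, 30 min RT · Compound dosing – 3 µM single concentration · Repeats – no replicates (n 1)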
M1 ag: human M1 muscarinic receptor agonists, primary screen, Fluo-8 calcium fluorescence, CHO-K1 cells, HTS; CHO-K1 hM1, agonist mode; 0% DMSO, 100% acetylcholine EC100; activation, % at 3 µM; Muscarinic acetylcholine receptor M1 (Homo sapiens), P11229; hit rate 0.33% among 360,000;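 active means activation above the run's mean compound activation plus 3 SD, cut at about 16% in these data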;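 further: peak over basal fluorescence ratio within a 140 s kinetic read after compound addition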
The depositor's hits bear a star; x = not tested or not shown.

SMILES | M5 PAM | M1 PAM | M4 ag | M1 antag | M5 antag | CHRM4 antagonist | M5 ag | TAAR1 ag | M1 ag
COc1ccc(-c2cn[nH]c2-c2ccc(OCc3ccccc3F)cc2O)cc1OC | -4 | 1 | 0 | -3 | 8 | 3 | -6 | 2 | -3
Cc1ccc(S(=O)(=O)c2c(C)c(C)c(C)[nH]c2=O)cc1 | 1 | 19 | 1 | -11 | 3 | -21 | -5 | -1 | -5
CC(C(=O)c1c[nH]c(C(=O)N=CN(C)C)c1)c1ncc(C(F)(F)F)cc1Cl (stereo unspecified) | -7 | -7 | 1 | 12 | -5 | -6 | -3 | 1 | -1
O=C(O)CCCNC(=O)c1nn(Cc2ccccc2)c(=O)c2ccccc12 | 3 | 10 | 0 | -9 | 0 | -2 | 1 | 4 | -3
COc1cc(/C=N/NC(=O)Cc2ccccc2)ccc1Oc1ccc([N+](=O)[O-])cc1[N+](=O)[O-] | -7 | -9 | 2 | -3 | 7 | -4 | -2 | 5 | -9
CCCCCOc1ccc(CSc2ncn[nH]2)cc1 | -5 | 13 | 0 | -29 | 1 | 1 | 1 | 14 | 4
CN(C)c1ccc(C(=O)N/N=C/c2ccccn2)cc1 | 0 | 9 | 1 | -17 | 12 | -4 | -4 | 1 | -1
CCO[C@H]1OC(C(=O)NCc2ccccc2)=C[C@@H](C2CCCCC2)[C@@H]1CCCO | 0 | 1 | 1 | 5 | 14 | -2 | 0 | 7 | -2
COc1ccc(N2CCN(C(=O)c3[nH]c4ccc(OC)cc4c3C)CC2)cc1 | -4 | 8 | 2 | -6 | 9 | 10 | -2 | 3 | -1
Cc1cccc(C(=O)NC2CCN(S(=O)(=O)c3ccc(F)cc3)CC2)c1 | -2 | 6 | 2 | -16 | 7 | -8 | -1 | 0 | -7
Cc1ccc2oc(C(=O)Nc3cc(C)on3)c(C)c2c1 | 4 | 6 | -1 | -3 | -4 | -7 | 0 | 8 | -1
Cc1ccccc1NC(=O)c1cc(S(=O)(=O)N2CCOCC2)cs1 | 4 | 9 | 2 | -7 | -5 | 5 | 0 | 3 | -3
COc1cc2[nH]c(=S)nc(NCCc3ccc(C)cc3)c2cc1OC | -9 | 11 | 10 | -10 | 14 | -5 | 0 | 13 | -6
C[C@H]1CN([C@@H](C)CO)C(=O)CCCn2nncc2CO[C@H]1CN(C)S(=O)(=O)c1cccc(F)c1 | 4 | 2 | 1 | -9 | -12 | -4 | -1 | 3 | -7
Cc1cc(C)cc(NC(=O)C(=O)NCCCN2CCOCC2)c1 | 2 | 3 | 0 | 2 | -4 | 1 | 1 | 1 | -10
CCOCCCNC(=O)CN1CCN(S(=O)(=O)c2ccc3c(c2)CCC3)CC1 | -6 | 10 | -1 | -13 | 2 | 2 | 0 | 6 | -4
COCCn1nnnc1C(C(C)C)N(Cc1cccnc1)Cc1cc2cc(OC)ccc2[nH]c1=O (stereo unspecified) | 5 | 3 | 1 | -15 | -2 | -3 | 0 | 2 | -2
O=C1/C(=C/c2cccc([N+](=O)[O-])c2)CSc2ccc(Cl)cc21 | -2 | 3 | 4 | -4 | 7 | 2 | 0 | 4 | -3
COC(=O)c1ccc(NC(=O)CNS(=O)(=O)c2cccs2)cc1 | -4 | 5 | 2 | -2 | 2 | 3 | 3 | 10 | 1
COc1ccc(CSc2nnc(C)n2N)cc1Br | 0 | -5 | -1 | 17 | -3 | 4 | -2 | 0 | -2
CCCCC1=CC2=C(c3ccco3)C(=O)C(C)(OC(=O)c3ccc(OC)cc3)C(=O)C2=CN1CCCN(CC)CC (stereo unspecified) | 3 | 11 | 3 | -8 | 4 | 0 | 1 | 2 | -5
CCOCCCNC(=O)c1cn(C)c(=O)c2cc(OC)c(OC)cc12 | 2 | 9 | 0 | -2 | -8 | 0 | -7 | 4 | -5
COc1ccc(CNC(=O)CCS(=O)(=O)c2ccc(Br)cc2)cc1 | 2 | -7 | 0 | 9 | 5 | -14 | -4 | 2 | -4
Cc1ccc(C(=O)c2sc3nc4c(cc3c2N)CCC4)cc1 | 5 | 6 | 1 | 0 | -4 | -6 | -1 | 1 | -3
COCC(C)NC(=O)c1cc2cc(OC)ccc2[nH]1 (stereo unspecified) | 1 | 9 | 1 | -6 | 7 | 2 | -3 | 1 | -3
CN(CC(=O)NCCc1ccc(F)cc1)Cc1ccccc1 | -1 | 7 | 2 | -8 | 11 | -5 | -3 | 3 | -5
C=CCN1C(=O)c2ccc(C(=O)N3CCN(S(=O)(=O)c4cccc(Cl)c4)CC3)cc2C1=O | -3 | 6 | 8 | -16 | 0 | 2 | -2 | 3 | 0
CNC(=S)N(Cc1ccc(OC)cc1)C1CC(=O)N(c2ccc(Cl)cc2)C1=O (stereo unspecified) | -3 | -2 | 6 | -25 | 5 | -5 | 4 | 34 | 2
CC1(C)CC(NC(=O)CC2CCCCC2)CC(C)(C)N1 | 1 | 15 | 0 | -18 | 3 | 6 | 2 | 11 | -3
Cc1nc(Cl)sc1C(=O)Nc1cccc(Cl)c1C | -2 | -5 | 0 | 1 | 8 | 7 | -4 | -2 | -6

Quoted at random: two compounds from above.
SMILES | M5 PAM | M1 PAM | M4 ag | M1 antag | M5 antag | CHRM4 antagonist | M5 ag | TAAR1 ag | M1 ag
Cc1ccc(C(=O)c2sc3nc4c(cc3c2N)CCC4)cc1 | 5 | 6 | 1 | 0 | -4 | -6 | -1 | 1 | -3
C=CCN1C(=O)c2ccc(C(=O)N3CCN(S(=O)(=O)c4cccc(Cl)c4)CC3)cc2C1=O | -3 | 6 | 8 | -16 | 0 | 2 | -2 | 3 | 0

Following part.
SMILES | M5 PAM | M1 PAM | M4 ag | M1 antag | M5 antag | CHRM4 antagonist | M5 ag | TAAR1 ag | M1 ag
O=C(O)CCCC[C@@H]1SC[C@@H]2NC(=O)N[C@@H]21 | -1 | 3 | 1 | -10 | 5 | -30 | -1 | 3 | -2
CN(C)c1cccc2c1c(NC(=O)Nc1ccc(Cl)cc1Cl)nn2C | 8 | 4 | 0 | -6 | 0 | 0 | 2 | 13 | -3
CN(C(=O)COc1ccccc1C(=O)NCCOc1ccccc1)c1ccccc1 | -19 | -22 | 24 | 50* | 43* | 60* | 3 | 16 | -2
COc1cc(CCC(=O)Nc2cccc(S(=O)(=O)N(C)C)c2)cc(OC)c1OC | -6 | 3 | 4 | -8 | 2 | 4 | 5 | 8 | 0
NC(=O)N/N=C/c1coc2ccc(O)cc2c1=O | 7 | 4 | 0 | -9 | -1 | 3 | 8 | 2 | -2
COc1cccc(NC(=O)c2ccc(NCCCN3CC(C)CC(C)C3)c([N+](=O)[O-])c2)c1 (stereo unspecified) | 9 | 0 | 1 | -2 | 6 | -7 | -14 | 1 | -7
CCOC(=O)c1c(S(=O)(=O)Nc2ccccc2OCC)c(C)n(C)c1C | 2 | 9 | 1 | -10 | -3 | -2 | -3 | 2 | -1
COc1ccc(Cc2c(-c3cccc(Br)c3)nc3cc(C)c(Br)c(C)n23)c(C)c1 | -4 | x | -1 | x | 3 | -5 | 3 | 0 | x
CCc1nnc(NC(=O)c2ccc(Br)o2)s1 | 2 | 14 | 1 | -18 | 7 | -1 | 3 | 1 | -3
CCOC(=O)N1CCN(C(=S)NC(=O)c2cncc(Br)c2)CC1 | -6 | -3 | 0 | 2 | 11 | -7 | 2 | 0 | -1
COc1ccc(-n2cc(CNCc3cnc4ccccn34)c(-c3cccc(F)c3)n2)cc1 | -10 | -6 | 10 | -2 | 9 | 8 | -3 | 10 | -11
COC(=O)C[n+]1cccc2ccccc21 | 8 | 7 | 1 | -30 | -12 | -9 | -4 | 7 | -2
CC(CC1CC(C)(C)OC1=O)C(=O)Nc1nncs1 (stereo unspecified) | 3 | 8 | 1 | -14 | -1 | 11 | 1 | 4 | -2
Cc1cc(C)c2cc(C#N)c(N3CCNCC3)nc2c1 | -2 | 0 | -1 | 2 | -1 | -2 | -1 | 70* | -4
O=C(c1ccc(Br)o1)N1CCN(c2ccc3nnc(-c4ccc(F)cc4)n3n2)CC1 | -7 | -15 | 2 | 9 | -1 | -10 | 1 | 2 | -12
COc1ccc(OC)c(/C=C/C(=O)OCC(=O)Nc2nnc(-c3ccccc3)o2)c1 | 3 | 10 | 1 | -4 | -4 | -7 | 1 | 0 | -2
O=C1C=CCCC1 | 2 | 5 | 0 | -8 | -1 | -7 | 2 | 1 | 1
O=C(COC(=O)/C=C/c1ccccc1)Nc1cc(C(F)(F)F)ccc1N1CCOCC1 | 4 | 3 | 0 | -7 | 0 | -3 | -5 | -1 | -6
Cc1ccccc1NCC(=O)N/N=C/C(Br)=C/c1ccccc1 | -3 | -4 | 5 | 10 | -7 | -18 | 0 | 4 | -3

Molecules from the list above that have fluorine, in the order listed:
SMILES | M5 PAM | M1 PAM | M4 ag | M1 antag | M5 antag | CHRM4 antagonist | M5 ag | TAAR1 ag | M1 ag
COc1ccc(-c2cn[nH]c2-c2ccc(OCc3ccccc3F)cc2O)cc1OC | -4 | 1 | 0 | -3 | 8 | 3 | -6 | 2 | -3
CC(C(=O)c1c[nH]c(C(=O)N=CN(C)C)c1)c1ncc(C(F)(F)F)cc1Cl (stereo unspecified) | -7 | -7 | 1 | 12 | -5 | -6 | -3 | 1 | -1
Cc1cccc(C(=O)NC2CCN(S(=O)(=O)c3ccc(F)cc3)CC2)c1 | -2 | 6 | 2 | -16 | 7 | -8 | -1 | 0 | -7
C[C@H]1CN([C@@H](C)CO)C(=O)CCCn2nncc2CO[C@H]1CN(C)S(=O)(=O)c1cccc(F)c1 | 4 | 2 | 1 | -9 | -12 | -4 | -1 | 3 | -7
CN(CC(=O)NCCc1ccc(F)cc1)Cc1ccccc1 | -1 | 7 | 2 | -8 | 11 | -5 | -3 | 3 | -5
COc1ccc(-n2cc(CNCc3cnc4ccccn34)c(-c3cccc(F)c3)n2)cc1 | -10 | -6 | 10 | -2 | 9 | 8 | -3 | 10 | -11
O=C(c1ccc(Br)o1)N1CCN(c2ccc3nnc(-c4ccc(F)cc4)n3n2)CC1 | -7 | -15 | 2 | 9 | -1 | -10 | 1 | 2 | -12
O=C(COC(=O)/C=C/c1ccccc1)Nc1cc(C(F)(F)F)ccc1N1CCOCC1 | 4 | 3 | 0 | -7 | 0 | -3 | -5 | -1 | -6

This is a subset; rates above refer to the full screens.
